Source: PubChem
G9a block = qHTS Assay for Inhibitors of Histone Lysine Methyltransferase G9a. AID 504332, 2011. Potency, µM (top dose mostly 102 µM), inactives show top-dose activity, negative = inhibition, usual class: inhibitors. G9a H3K9 monomethylation, AlphaScreen, 2 h. 350,000 tested, 8.8% active; note: potency is the fitted concentration of half-maximal effect; % is set by controls: 0 for no effect and ±100 for the full control effect; nearly all actives have a fitted effect of over 75% in size
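Readings reflect AlphaScreen signal from monomethyl-H3K9 antibody detection. HMT at 20 nM; substrate b-H3K9 500 nM; cofactor SAM 20 uM; 2 h RT reaction; compounds tested as titrations in qHTS with 15 min preincubation.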
HP1b binding inh = HTS for Inhibitors of HP1-beta Chromodomain Interactions with Methylated Histone Tails; 390,000 tested, 0.56% active; Potency, µM (doses to about 114 µM), inactives show at the top dose activity change, negative = inhibition, hits mostly inhibitors; AlphaScreen HP1-beta / biotin-H3K9me3 peptide binding; AID 540317, 2011; Chromobox protein homolog 1 (Homo sapiens), P83916; note: potency is the fitted concentration of half-maximal effect; nearly all actives have a fitted effect of over 70% in size; inactives centre near 23
Target sequence (P83916 whole entry, looked up): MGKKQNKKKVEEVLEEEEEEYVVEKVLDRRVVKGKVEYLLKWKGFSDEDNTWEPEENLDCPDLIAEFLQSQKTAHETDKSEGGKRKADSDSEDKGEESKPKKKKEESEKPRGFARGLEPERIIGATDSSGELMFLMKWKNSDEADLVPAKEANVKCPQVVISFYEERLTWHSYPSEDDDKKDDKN
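Compound inhibition of the preformed complex between 50 nM HP1-beta and 50 nM biotinylated H3K9me3 peptide was read by AlphaScreen. Buffer was PBS pH 7.4 with 0.01% Tween-20. Incubations ran 30 min at room temperature, with 10 ug/mL donor/acceptor beads.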
BAZ2B block = qHTS Assay for Inhibitors of BAZ2B; Bromodomain adjacent to zinc finger domain protein 2B (Homo sapiens), Q9UIF8; Potency, µM (top dose mostly 114 µM), for inactives: at the top dose activity change, negative = inhibition, usual class: inhibitors; AlphaScreen BAZ2B-H3K14Ac peptide displacement; 360,000 tested, 4.4% active; note: potency is the fitted concentration of half-maximal effect; % is set by controls: 0 for no effect and ±100 for the full control effect; nearly all actives have a fitted effect of over 60% in size
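Complex of BAZ2B and biotin-H3K14Ac (50 nM apiece) forms over 30 min at RT, then faces library compounds up to 110 uM for another 30 min; AlphaScreen beads added, 20 min dark incubation, luminescence read.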
GLS inhibitor = qHTS for Inhibitors of Glutaminase (GLS) | AID 624170, 2012 | Potency, µM (highest dose often 45.5 µM), for the others: top-dose activity change, negative = inhibition, actives largely listed as inhibitors | GLS enzymatic activity, qHTS titration | Glutaminase kidney isoform, mitochondrial (Homo sapiens), O94925 | 410,000 tested, 0.21% active; note: potency is the fitted concentration of half-maximal effect; % is set by controls: 0 for no effect and ±100 for the full control effect
Target sequence (O94925 whole entry, looked up, canonical isoform): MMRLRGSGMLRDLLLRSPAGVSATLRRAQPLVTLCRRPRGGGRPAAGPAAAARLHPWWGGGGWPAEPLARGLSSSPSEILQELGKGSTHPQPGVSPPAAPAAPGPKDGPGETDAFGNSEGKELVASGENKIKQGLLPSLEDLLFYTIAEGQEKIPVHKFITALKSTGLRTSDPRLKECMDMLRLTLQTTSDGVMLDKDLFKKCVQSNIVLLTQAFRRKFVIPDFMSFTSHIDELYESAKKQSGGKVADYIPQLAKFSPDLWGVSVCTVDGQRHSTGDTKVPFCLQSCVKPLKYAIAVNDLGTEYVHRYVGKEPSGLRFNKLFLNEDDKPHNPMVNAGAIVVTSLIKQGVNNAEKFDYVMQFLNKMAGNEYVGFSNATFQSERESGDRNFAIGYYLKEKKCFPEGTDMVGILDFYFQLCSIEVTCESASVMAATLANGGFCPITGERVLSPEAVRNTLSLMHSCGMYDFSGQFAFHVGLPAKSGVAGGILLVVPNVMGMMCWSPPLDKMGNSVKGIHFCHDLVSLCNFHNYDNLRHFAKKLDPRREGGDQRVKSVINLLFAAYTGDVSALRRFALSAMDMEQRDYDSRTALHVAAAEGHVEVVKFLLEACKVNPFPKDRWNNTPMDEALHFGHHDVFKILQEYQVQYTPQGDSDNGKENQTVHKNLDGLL
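hKGA in 45 mM KH2PO4 pH 8.2, 0.02% Tween-20 with pin-transferred compounds; 1 mM L-glutamine (stock) plus glutamate oxidase/HRP/Amplex Red coupling added. Fluorescence read initially and after 30 min at RT.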
PI4K2A block = qHTS for small molecular inhibitors of PI4K2A | Phosphatidylinositol 4-kinase type 2-alpha (Homo sapiens), Q9BTU6 | purified PI4K2A, ADP-Glo luminescence, 1 h; active compounds read low | activity change, negative = inhibition, % at 76.9 µM | 420,000 tested, 0.13% active | AID 1346378, 2018; in the data active = activity change below about -50%; inconclusive = mostly about -30% to -49%;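 note: -100% = wells without enzyme as full effect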
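Compounds are screened against recombinant PI4K2A using PI as substrate and ATP, the latter dispensed at 300 microM. Reactions run one hour at ambient temperature before ADP-Glo detection; full inhibition defined by wells lacking enzyme.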
JMJD2A Tudor = qHTS Assay for Inhibitors of JMJD2A-Tudor Domain | 390,000 tested, 4.4% active | AlphaScreen JMJD2A-Tudor / H3K4me3 peptide binding | Lysine-specific demethylase 4A (Homo sapiens), O75164 | Potency, µM (series often up to 114 µM), for inactives: top-dose activity change, negative = inhibition, most hits filed as inhibitors; note: potency is the fitted concentration of half-maximal effect; % is set by controls: 0 for no effect and ±100 for the full control effect; nearly all actives have a fitted effect of over 50% in size
RGS4 inhibitor = Inhibitors of Regulator of G Protein Signaling (RGS) 4: qHTS. Transcreener GDP fluorescence polarization, RGS4-accelerated GTP hydrolysis. Potency, µM (series often up to 114 µM), without a hit: top-dose activity change, negative = inhibition, most hits filed as inhibitors. 390,000 tested, 0.039% active; note: potency is the fitted concentration of half-maximal effect; % is set by controls: 0 for no effect and ±100 for the full control effect; nearly all actives have a fitted effect of over 75% in size; some results filed as inactive show a strong effect at the top dose
Target sequence (P49798 whole entry, looked up): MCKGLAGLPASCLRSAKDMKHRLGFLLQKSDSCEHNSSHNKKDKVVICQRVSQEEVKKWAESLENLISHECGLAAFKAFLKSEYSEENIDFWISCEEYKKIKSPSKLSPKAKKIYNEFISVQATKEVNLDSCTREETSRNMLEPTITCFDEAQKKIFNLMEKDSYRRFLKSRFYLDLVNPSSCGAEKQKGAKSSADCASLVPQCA
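MLSMR compounds (23 nl, pin-transferred) preincubated 10 min at room temperature with a 500nM (2x) first reagent, then RGS4 at 900nM (2x) plus Transcreener GDP mix added; fluorescence polarization (620/688 nm) read before and after 90 min at 30 °C.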
ALOX12 inh = Primary qHTS assay for inhibitors of human arachidonate 12S-lipoxygenase (ALOX12): Round 2. purified 12hLO, xylenol orange hydroperoxide absorbance. 580,000 tested, 1.1% active. Potency, µM (doses to about 108 µM), without a hit: at the top dose activity change, negative = inhibition, most hits filed as inhibitors. AID 1671190, 2021. Polyunsaturated fatty acid lipoxygenase ALOX12 (Homo sapiens), P18054; note: potency is the fitted concentration of half-maximal effect; % is set by controls: 0 for no effect and ±100 for the full control effect
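Purified human 12hLO at 150 nM in 25 mM Hepes, 0.01% Triton X-100, pH 7.0, preincubated 15 min at room temperature with compound. Reaction started with 40 uM arachidonic acid, 30 min at room temperature. Hydroperoxide measured by Fe-xylenol orange, 573/405 nm absorbance ratio.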
ERG Ets-DNA blk = qHTS for Small Molecule Inhibitors of the ERG Ets/DNA interaction; Transcriptional regulator ERG (Homo sapiens), P11308; fluorescence polarization, His-ERG Ets domain / labelled DNA; Potency, µM (doses to about 76.9 µM), without a hit: at the top dose FP activity, negative = inhibition, hits mostly inhibitors; 370,000 tested, 0.028% active; AID 624246, 2012; active = well fitted inhibition curve with a large enough effect in the polarisation, with a control signal flat; inconclusive = small, poorly fitted or top-dose-only effect, or effect the other way, or a change in a side signal; inactive = no such curve, though single readings can be large or run the other way; the % refers to the polarisation;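 note: polarization taken with two DNA probes labelled with fluorescein and Texas red; potency is the fitted concentration of half-maximal effect; % of control where 0% means no effect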
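His-tagged ERG Ets domain (1 uM in the protein solution; 300mM KCl, 50mM Tris-HCl, 1mM EDTA, 1mM DTT, pH 7.5) received compound, then a probe mix of 5 nM fluorescein-DNA and 100nM Texas-615-DNA. Fluorescence polarization was read for both dyes.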
The depositor's hits bear a star; ? = inconclusive; · = not tested or not shown; & = joins results of further samples; [ ] = remark or other dose. Unless noted, calls come from the whole dose curve; as a rule, active = well fitted curve in the direction sought with a large enough effect; inconclusive = small, poorly fitted or top-dose-only effect, or another doubt; inactive = no such curve, though single readings can be large; an effect the other way counts as inactive or inconclusive. Not all compounds are listed; count on the stated rates, not on these rows.

SMILES	G9a block	HP1b binding inh	BAZ2B block	GLS inhibitor	PI4K2A block	JMJD2A Tudor	RGS4 inhibitor	ALOX12 inh	ERG Ets-DNA blk
CCOC(=O)c1ccccc1NC(=O)c1cc2c(s1)-c1ccccc1SC2	133%[activator][59 µM]	97%[activator]	74%[activator]	6%	3	55%[activator]	-17%	-11%	0%
CC(=O)c1c(C)[nH]c(C(=O)COc2ccc(C#N)cc2)c1C	4%[0.0925 µM]	24%	-1%	1%	5	-8%	-24%	5%	-1%
COc1cccc(-c2nc(CS(=O)(=O)CC(=O)NCCN3CCOCC3)c(C)o2)c1	19%[59 µM]	46%[activator]	-15%	-6%	-1	-10%	-28%	-6%	1%
CC(C)c1nc(SCC(=O)c2c[nH]c3ccccc23)n[nH]1	·	-1%	-16%	-13%	1	-16%	-5%	11%&16%	-3%
Cc1ccc2c(c1)c(=O)c1ccccc1n2CCCC(=O)Nc1cc(Cl)ccc1C	9%[59 µM]	57%[activator]	24%	-7%	2	-26%	-18%	?	3%
COc1ccc(/C(N)=N/OC(=O)c2ccc(C)c([N+](=O)[O-])c2)cc1	0%[12.7 µM]	34%	5%	-3%	-7	-4%	7%	0%	1%
Cc1cccc(C)c1NC(=O)CSc1nnc(-c2ccccc2)n1Cc1ccc2c(c1)OCO2	2%[0.501 µM]	-2%	10%	-3%	1	-24%	15%	0%	2%
Fc1ccc(F)c(CN2CCN(c3ncccn3)CC2)c1	-10%[59 µM]	15%	-35%	1%	7	-21%	-6%	?	-1%
CC1SC(=NC(=O)c2ccco2)NC1=O (stereo not drawn)	50µM*	-5%	5%	-7%	-1	?	-13%	?	3%
COc1ccc(-n2c(=O)c3ccccc3n(Cc3cccc(C)c3)c2=O)cc1OC	-41%	6%	15%	1%	5	-12%	5%	0%	-11%
CCOC(=O)C1CCN(C(=O)c2ccc3snnc3c2)CC1	1%[59 µM]	30%	1%	-1%	-2	-9%	-10%	?	6%
CCOC(=O)C1C(=O)NC(C(=O)OCC)(C(=O)OCC)C1CC (stereo not drawn)	·	10%	·	-15%	-6	2%	-2%	1%	-2%
O=C(COC(=O)c1cc(=O)[nH]c(=O)[nH]1)Nc1cccc(Cl)c1	·	33%	·	-8%	-1	-8%	14%	14%	-23%
COc1cc(C=O)ccc1Oc1cnccn1	-6%[59 µM]	32%	-9%	-6%	4	-10%	-44%	-2%	-3%
Cc1cc(C(=O)CN2C(=O)C(=O)N(C3CCCC3)C2=O)c(C)n1CCc1ccccc1	?	-4%	-28%	-7%	-6	-29%	-20%	-25%	7%
Cc1ccccc1CSc1nnc2ccc(-c3ccncc3)nn12	-11%	58%[activator]	·	-5%	0	-5%[11.4 µM]	-27%[11.4 µM]	2%	21%
CCn1cc(Br)c(C(=O)Nc2ccc(OC)cc2)n1	1%[59 µM]	30%	5%	-3%	-5	-10%	2%	2%	·
N#Cc1c(-c2ccccc2)[nH]c(=O)[nH]c1=O	-8%	29%	6%	9%	3	-7%	9%	0%	-12%
COc1ccc2nc(SCC(=O)NCc3ccc(S(N)(=O)=O)cc3)[nH]c2c1	-10%	29%	2%	-4%	2	5%	-11%[56.9 µM]	2%	23%
O=C1CCC(=O)N1OCCCOc1ccccc1	13%	37%[activator]	-25%	·	1	19%	25%	-4%	-3%
Cc1ccc(-c2csc3ncnc(NCCC(=O)O)c23)cc1C	22%	29%	10%	0%	-1	-17%	16%	3%	2%
CCN(CC(=O)NCc1ccc(Cl)cc1)C(=O)c1ccc(C#N)cc1	40µM*	32%	-6%	0%	-1	-6%	-3%	-18%	5%
O=C(CSc1nnc(-c2c[nH]c3ccccc23)o1)N1CCCCC1	-32%	15%	-1%	-10%	-3	-4%	6%	2%	·
Cc1ccc(S(=O)(=O)CC(=O)N2CCN(c3nc4c(F)cccc4s3)CC2)cc1	-17%[59 µM]	26%	-12%	-13%	2	-14%	7%	-27%	1%
O=C(CNc1ccccc1N1CCCC1=O)Nc1cc(C(F)(F)F)ccc1-n1cncn1	-29%	22%	-1%	4%	4	0%	33%	-19%	-2%

The listing continues.
SMILES	G9a block	HP1b binding inh	BAZ2B block	GLS inhibitor	PI4K2A block	JMJD2A Tudor	RGS4 inhibitor	ALOX12 inh	ERG Ets-DNA blk
COc1ccc(Cl)cc1NS(=O)(=O)c1ccc2c(c1)NC(=O)CC(=O)N2	-6%[59 µM]	8%	-11%	3%	-2	-15%	11%	-15%	0%
Cc1cc(NC(=O)C(C)C)cc(-c2nc3ncccc3o2)c1O	-4%[59 µM]	20%	-19%	1%	-4	2%	14%	-8%	-1%
Cn1c(Nc2ccc(Cl)cc2)cc(=O)n(C)c1=O	?	36%&35%	-28%&-15%	16%&4%	0&2	-6%&-15%	19%&-20%	?	-8%&-3%
COc1ccc(/C=N/Nc2nnc(-c3ccccc3)c(=O)[nH]2)cc1	?	13%	?	13%	4	?	-13%	18%	-3%
CCOC(=O)c1c(C)n2c3c(cc(C)cc13)CCC2	12%	29%	37%[activator]	9%	-2	25%	6%	2%	1%
FC(F)(F)c1ccc(NCCc2ccccc2)nc1	·	88%[activator]	10%	0%	6	37%[activator]	13%	-1%	0%
CCCC/C=C/[C@H](c1ccccc1)[C@H](CO)Cc1cccnc1	·	73%&69%[activator]	·	-2%	0	7%&7%	-5%&-18%	-9%	-4%
Cc1cc(NC(=O)c2ccccc2O)nc(C)n1	·	14%	-8%	11%	2	?	-1%	-4%	5%
COc1ccc(CC2(CO)CCN(Cc3c(C)nn(C(C)C)c3C)CC2)cc1	-4%	35%	0%	-4%	-1	-7%[57.1 µM]	-26%	?	-6%
COc1ccc(N2CC(C(=O)N[C@@H](C)C(=O)NC(C)c3ccccc3)CC2=O)cc1 (stereo partly drawn)	-10%	29%	-15%	-11%	2	-3%	4%	-1%	-3%
CCCNC(=O)CSc1nc2[nH]ncc2c(=O)[nH]1	15%	35%[activator]	-3%	0%	-2	-7%	11%	15%	-6%
Cc1ccc(CN(C)C(=O)COc2ccc(S(=O)(=O)N3CCCC3)cc2[N+](=O)[O-])c(C)c1	-13%[12.7 µM]	34%	0%	1%	-3	-16%	-5%	230%[activator]	-9%
O=C(c1cc(-c2ccncc2)nc2ccccc12)N1CCN(Cc2ccccc2)CC1	·	-6%	·	0%	5	-29%	-8%	-14%	-3%
O=C(CSCc1ccccc1Br)NC1CC1	11%[59 µM]	43%[activator]	8%	-5%	3	-3%	-10%	-8%	-2%
CC(Oc1ccccc1)C(=O)NC1CC(C)(C)NC(C)(C)C1 (stereo not drawn)	5%[59 µM]	43%[activator]	1%	16%	-8	-7%	24%	1%	2%
CCC(=O)N1CCc2cc(Br)cc(S(=O)(=O)N3CCCC(C(=O)NCc4ccc(F)cc4)C3)c21 (stereo not drawn)	7%[59 µM]	23%	1%	-13%	-4	-15%	16%	0%	0%
COc1ccccc1N1CCN(Cc2cc(=O)c(OCC#N)co2)CC1	6%	79%[activator]	-7%	-2%	10	-8%	-2%[11.4 µM]	5%	2%
Cc1nn(-c2ccc(C(=O)O)cc2)c(N)c1-c1ccccc1	-32%	45%[activator]	-11%	-6%	6	-3%[11.4 µM]	12%[11.4 µM]	-12%	10%
O=C(Nc1ccc(Cl)cc1)N1CCN(Cc2ccc3c(c2)OCO3)CC1	1%[12.7 µM]	58%[activator]	-14%	6%	-2	-19%	1%[56.9 µM]	-26%	4%
O=C1CC(N2CCN(c3nc4ccccc4s3)CC2)C(=O)N1Cc1cccs1 (stereo not drawn)	?	48%[activator]	-5%	14%	2	-10%	38%	9%	-16%
Cn1c(=O)oc2cc(S(=O)(=O)NC(Cc3ccccc3)C(=O)Nc3ccc(F)cc3)ccc21 (stereo not drawn)	2%[59 µM]	19%	-20%	0%	0	-12%	-9%	0%	3%
O=C(CN1C(=O)c2ccccc2C1=O)Nc1cccc([N+](=O)[O-])c1	-46%[59 µM]	8%	2%	-2%	-2	-15%	4%	-1%	-1%
O=C(CCc1nnc(COc2ccccc2)o1)NCc1ccccc1	15%	31%	0%	14%	-5	-12%	28%	-1%	-9%
CCOc1ccc(NC(=O)CC2C(=O)N(c3cccc(OC)c3)C(=O)N2C(C)C)cc1 (stereo not drawn)	·	37%	6%	-1%	-4	-10%	13%	20%	4%
CCCS(=O)(=O)c1c(S(=O)(=O)CCC)c2cc(C(C)(C)C)ccn2c1C(=O)c1ccc(OC)c(OC)c1	-36%[59 µM]	14%	-23%	-6%	-2	?	-2%	-28%	11%
